PGC1a acetyl inh: inhibitors of PGC1a acetylation signal, primary screen, cell-based, U2OS, AlphaScreen, inhibitor mode; AlphaScreen anti-acetyl-lysine; with virally co-expressed GCN5 acetyltransferase; inhibition, % at 15.6 µM; actives 0.17% (n = 350,000);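 active = every replicate shows inhibition of at least 40%; inconclusive = mean inhibition at least 40% but some replicate below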;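 note: 0% = neutral control wells and 100% = positive control wells; some results beyond the cut were filed as inactive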
PglD DTNB: C. jejuni PglD acetyltransferase inhibitors, primary screen, biochemical, DTNB colorimetric, single point; actives 0.098% (n = 360,000); inhibition, % at 12.5 µM; purified PglD enzyme, DTNB colorimetric CoA detection; AID 602405, 2012; UDP-N-acetylbacillosamine N-acetyltransferase PglD (Campylobacter jejuni); in the data active = inhibition above about 16%, passing the limit was not always enough; inconclusive = no clear call, values can overlap the other calls; note: strong numbers were not always called active
Cneo AK release: Cryptococcus neoformans cell lysis inducers, primary screen, AK release luminescence, single concentration; C. neoformans lysis, adenylate kinase release luminescence, 4 h; normalised: neutral wells 0, clomiphene wells 100; lysis activity, % at 15 µM; actives 0.2% (n = 360,000); AID 651654, 2012;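 active = mean lysis activity across replicates of at least 80%, whatever share of replicates individually reach that level; inactive = mean lysis activity below 80%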
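Material – Cryptococcus neoformans yeast cells · Quantity – 5 × 10^6 yeast cells/mL · Buffer or medium – YPD medium · Compound – single dose · Timing – 4 h static compound exposure, 37 °C, read 1 h post-reagent · Signal – adenylate kinase release luminescence · Read-out basis – lysis from increased AK signal · Benchmarks – Clomiphene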
PAX8 inh HTS: inhibitors of PAX8-driven TPO luciferase reporter, primary screen, RMG-I cells, single concentration; actives 1.2% (n = 360,000); inhibition, % at 12.6 µM; SteadyGlo, 24 h;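 active = mean replicate inhibition at least 60% with every replicate also reaching 60%; inconclusive = only one of the two criteria is met; inactive = mean below 60% and not all replicates reaching 60%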;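 note: luciferase light reporting Pax8 driven TPO promoter activity; plate controls were median of neutral control wells for no effect and mitoxantrone controls for full effect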
LGR2 inh: inhibitors of bursicon-induced LGR2 CRE-luciferase signal, primary screen, cell-based, HEK293, CRE-luciferase reporter, bursicon stimulation; Drosophila bursicon receptor LGR2 (rickets); bursicon-stimulated, 4 h; inhibition, % at 9.99 µM; actives 0.35% (n = 380,000);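 active = drop in luminescence signal, shown as inhibition above about 50% in the replicate tests, limit read from the data, passing the limit was not always enough; inconclusive = probably only some replicates passing the limit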;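 note: agonist challenge used bursicon conditioned medium at about half maximal strength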
ARNT TACC3 PPI: disruptors of ARNT/TACC3 protein interaction, primary screen, biochemical, AlphaScreen, single concentration; Transforming acidic coiled-coil-containing protein 3 (Homo sapiens), Q9Y6A5; AlphaScreen His-ARNT PAS-B/GST-TACC3 binding, luminescence; TACC3 fragment carries E629A point mutation; inhibition, % at 9.99 µM; actives 0.66% (n = 390,000);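 active = mean inhibition of replicates at least 50% and at least half of replicates each reaching 50%; inconclusive = half or more replicates reach 50% but mean below 50%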;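 note: 0% = complete ARNT plus TACC3 wells and 100% = ARNT alone without TACC3; many hits fall short of the cut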
C2C12 statin: suppressors of statin myotoxicity in C2C12 myotubes, primary screen, cell-based, single point, plate reader; C2C12 myotubes + simvastatin, ATP luminescence, 48 h; scaled: DMSO 0, geranylgeraniol control 100; rescue of ATP level, % at 7.49 µM; actives 0.78% (n = 330,000); AID 602340, 2012;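 active = mean ATP rescue above about 67%, or every replicate alone reaching that limit, limit read from the data, passing the limit was not always enough; inconclusive = no clear call, values can overlap the other calls; inactive = mean under the limit and some replicate under it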;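 note: myotubes were challenged with 10 µM simvastatin during compound exposure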
INS-1E GSIS act: GLuc luminescence reporter in INS-1E cells, primary screen for activators of glucose-dependent secretion of insulin. INS-1E GLuc reporter insulin secretion, 2-3 h. actives 0.61% (n = 370,000). activation, % at 16.6 µM;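 active = lowest replicate activation of at least 40%, so every replicate reaches that level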;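 note: 0% = median of neutral control wells and 100% = median of IBMX positive control wells; some compounds called inactive have numbers as strong as hits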
The depositor's hits bear a star; ? = inconclusive; / = not tested or not shown; & = joins results of further samples.

SMILES	PGC1a acetyl inh	PglD DTNB	Cneo AK release	PAX8 inh HTS	LGR2 inh	ARNT TACC3 PPI	C2C12 statin	INS-1E GSIS act
CCOC(=O)c1c(NC(C)=O)sc(C(=O)NC2CCCC2)c1C	7.5	1.2	2.1	4.0	2.2	3.2	9.1	42.4
C[C@H](CO)N1C[C@H](C)[C@@H](CN(C)C(=O)NC2CCCCC2)Oc2ccc(NC(=O)C3CC3)cc2C1=O	13.1&-2.2	1.8&-1.5	0.9&1.9	-5.8	4.8	-0.1&-5.9	-13.3&-1.0	1.3
CC1(C(=O)Nc2cccc3ncccc23)CCN1C(=O)CCc1ccccc1 (stereo not given)	-9.7	-1.7	0.8	8.7	6.2	/	23.8	-3.5
O=C(C[C@@H]1CC[C@H]2[C@@H](COC[C@@H](O)CN2C(=O)C2CCCC2)O1)NCc1ccncc1	5.7	4.3	-2.0	-46.7	-12.9	-13.5	-12.2	4.8
CCO[C@@H]1OC(C(=O)N2CCOCC2)=C[C@H](c2ccc(Br)cc2)[C@H]1CCCO	-1.5&-1.1	-0.3&2.5	0.6&-2.8	1.8&11.6	0.1	-4.7&1.4	0.1	-5.2
C=CCSc1nnc(NC(=O)c2cccc(S(=O)(=O)N3CCOCC3)c2)s1	-23.5	-1.6	0.8	/	/	1.0	5.1	-8.3
CCOc1ccc(NC(=O)CSc2ncn[nH]2)c([N+](=O)[O-])c1	/	/	/	-29.3	-12.3	-8.5	/	20.4
Cc1cccc(NCc2nc3ccccc3n2Cc2ccccc2)c1	-11.7	-5.5	7.8	/	/	1.2	-4.3	/
Cc1ccccc1C(=O)N1CCC(C(=O)Nc2ccc(S(=O)(=O)N(C)C(C)C)cc2)CC1	-20.1	0.7	0.3	47.7	/	-6.5	-0.4	/
CC(=O)c1ccc(Nc2cc(C)nc3ccc(C)cc23)cc1	?	/	/	22.1	62.2*	-11.4	/	7.2
CCn1nc2cc(C(=O)NCc3cc(C(F)(F)F)cc(C(F)(F)F)c3)ccc2c1OC	-0.4	-2.2	-3.1	-7.0	3.0	1.5	-11.6	4.0
CCN(CC(=O)Nc1ccccc1SC)Cc1nc2ccccc2c(=O)[nH]1	8.9	1.5	-6.2	10.8	-6.3	-3.2	6.6	10.2
CC(C)NC(=O)N(C)C[C@@H]1Oc2ccc(N(C)C)cc2CC(=O)N([C@H](C)CO)C[C@H]1C	5.0	7.8	0.1	-4.2	-16.2	47.6*	21.2	23.1
COc1ccc(C(=O)C[n+]2ccc(N(C)C)cc2)cc1	-7.3	/	/	1.8	32.0	-0.5	/	17.3
CNC[C@H]1OCCCC[C@@H](C)Oc2ccc(NC(=O)c3ccccc3)cc2C(=O)N([C@@H](C)CO)C[C@@H]1C	-2.0	/	/	2.6	-2.5	/	4.6	2.4
C[C@@H]1CN([C@H](C)CO)C(=O)Cc2cc(NS(=O)(=O)c3ccc(Cl)cc3)ccc2O[C@H]1CN(C)S(=O)(=O)c1ccc(F)cc1	-35.6	-0.8	49.8	-21.2	-15.1	-7.7	43.4	1.0
CNC[C@@H]1Oc2ncc(-c3ccc(OC)cc3)cc2C(=O)N([C@H](C)CO)C[C@@H]1C	2.6&7.2	-3.2&-2.3	-9.8&2.6	-15.6	3.3	4.0&-17.8	6.0&3.7	-3.5
COc1cccc(C2CC(c3ccc(C(C)C)cc3)n3nc(N)nc3N2)c1 (stereo not given)	/	-3.1	-0.3	-1.0	-7.0	6.0	3.5	16.3
CCc1ccccc1NC(=S)N(CCN(C)C)Cc1cccs1	/	7.7	-0.9	-4.9	-0.5	-0.7	-0.7	18.9
COc1ccc(CCN(C(=O)C(F)(F)F)C(C(=O)NC2CCCCC2)c2ccc(C)s2)cc1 (stereo not given)	-5.6	1.4	-0.8	/	-4.4	2.6	-10.6	-3.0
COC(=O)c1c(C(=O)OC)c(-c2ccc(C(C)(C)C)cc2)n2c1CS(=O)C2 (stereo not given)	-4.2	3.0	4.2	-1.5	-43.2	-0.3	-4.1	-6.2
O=C(CCCN1C(=O)c2ccccc2C1=O)NCCCn1ccnc1	/	/	/	3.4	-13.4	2.8	6.6	-10.4
CS(=O)(=O)N1CC(=O)N2[C@H](C1)[C@@H](c1ccc(C#Cc3ccc(F)cc3)cc1)[C@@H]2CO	-8.5	/	/	-13.0	24.6	/	/	-15.9
Cc1ccc(C2CC(c3cccc(C)c3)n3nc(N)nc3N2)cc1 (stereo not given)	/	10.6	-3.6	-31.6	-20.8	-1.0	1.2	3.7
O=C(c1ccccc1)N1CC[C@@H]2[C@@H](CO)Nc3ccc(-c4ccccc4F)cc3[C@@H]21	-0.3	1.3	51.9	21.9	6.9	5.9	16.1	-9.9
COc1ccc(C2=NOC(Cn3nc(C(=O)NCc4ccco4)cc3-c3ccccc3)C2)cc1 (stereo not given)	-13.8	-1.1	3.1	21.8	38.5	1.3	-7.3	-13.1
Cn1c(SCCCC(=O)c2ccc(Br)cc2)nnc1-c1ccncc1	-1.6	4.6	0.0	7.9	/	-10.8	-9.3	/
O=C(c1cccc(F)c1)N1CCC(N2CCCCCC2)CC1	7.3	-1.0	0.4	/	/	-2.1	18.9	/
Cc1cc(C)c(CN2CCN(C(=O)CC[C@H]3O[C@@H](n4ccc(=O)[nH]c4=O)[C@H](O)[C@@H]3O)CC2)c(C)c1	-1.6	4.4	-2.7	-7.2	-8.9	/	-1.0	18.1
COc1ccc(N(CC(=O)NCc2cccs2)S(=O)(=O)c2cccnc2)cc1	/	-3.3	-2.5	7.7	-1.1	-1.8	-11.5	6.9
CON(C)c1nc(OCCNC(=O)OCc2ccc(Cl)cc2C)nc(N(C)C)n1	-9.3	1.6	0.2	12.0	/	1.9	9.2	/
N#C[C@H]1[C@@H](c2ccc(C#Cc3cccc(F)c3)cc2)[C@@H](CO)N1C(=O)C1CCCC1	-3.7	-0.1	2.5	-24.4	-0.7	1.0	-9.9	7.2
CO[C@@H]1CN(C)C(=O)c2cc(NC(=O)Nc3cccc(Cl)c3)ccc2OC[C@H](C)N(C(=O)Nc2c(C)noc2C)C[C@H]1C	-29.1	/	/	/	18.5	/	1.0	-13.7
Cc1[nH]c2ccccc2c1C(=O)CN1CCC(C(N)=O)(N2CCCCC2)CC1	10.1	-2.4	-8.1	/	/	-0.6	22.2	/
C/C=C/c1cnc2c(c1)C(=O)N([C@@H](C)CO)C[C@@H](C)[C@@H](CN(C)S(=O)(=O)c1cccs1)O2	-2.6	-4.8	4.7	-0.5	-13.0	2.8	-6.2	14.4
CC(/C=N/n1c(-c2cc(C)[nH]n2)n[nH]c1=S)=C\c1ccccc1	/	/	/	9.6	-8.6	1.7	/	6.8

Record cards, from the list above:
Shown for CC(/C=N/n1c(-c2cc(C)[nH]n2)n[nH]c1=S)=C\c1ccccc1 → PGC1a acetyl inh = /; PglD DTNB = /; Cneo AK release = /; PAX8 inh HTS = 9.6; LGR2 inh = -8.6; ARNT TACC3 PPI = 1.7; C2C12 statin = /; INS-1E GSIS act = 6.8
Shown for N#C[C@H]1[C@@H](c2ccc(C#Cc3cccc(F)c3)cc2)[C@@H](CO)N1C(=O)C1CCCC1 → PGC1a acetyl inh = -3.7; PglD DTNB = -0.1; Cneo AK release = 2.5; PAX8 inh HTS = -24.4; LGR2 inh = -0.7; ARNT TACC3 PPI = 1.0; C2C12 statin = -9.9; INS-1E GSIS act = 7.2

(continued)
SMILES	PGC1a acetyl inh	PglD DTNB	Cneo AK release	PAX8 inh HTS	LGR2 inh	ARNT TACC3 PPI	C2C12 statin	INS-1E GSIS act
COc1ccccc1-c1cccc([C@@H]2C[C@H]3[C@H](CON3C)CN2C(=O)CCc2ccccc2)c1	-3.8	0.5	4.4	24.0	4.7	8.1	3.5	-12.2
Cc1ccc(S(=O)(=O)N(CCO)Cc2ccccc2)cc1	-34.2	1.5	1.7	2.9	2.1	-9.6	1.8	9.1
Cc1cccc(NC(=S)N2CCC(c3nc4ccccc4o3)CC2)c1C	2.2	-1.1	9.5	/	0.4	1.7	-14.4	-8.3
CN1c2ccc(C#Cc3ccc(F)cc3)cc2[C@@H]2[C@@H](CCN2S(=O)(=O)c2ccccc2F)[C@H]1CO	5.7	-1.7	52.0	1.3	2.9	-5.5	-19.3	4.9
CCCCn1cnc2sc3c(c2c1=N)CCCC3	2.8	/	/	-19.4	/	-1.1	-14.2	/
O=[N+]([O-])c1ccc(NCCCO)c(C(F)(F)F)c1	10.7	-6.1	2.4	-9.8	-11.8	1.4	11.1	5.8
CS(=O)(=O)NCc1nnc(SCC(=O)NC2CCCCC2)n1-c1ccc(F)cc1	2.1	2.5	1.5	/	42.9	-3.1	-11.1	-5.4
COc1ccc(-n2c(-c3ccc(C(C)(C)C)cc3)n[nH]c2=S)c(OC)c1	/	-0.2	1.0	17.5	-4.4	/	4.6	/
CCOc1nc(C)ccc1-c1noc(-c2cccnc2)n1	-10.9	6.2	-2.9	-34.1	-28.0	6.8	4.9	46.1
CC(=O)c1cccc(NS(=O)(=O)c2c(C(=O)N3CCOCC3)c(C)n(C)c2C)c1	0.9	0.9	-1.1	-16.3	8.0	-0.8	-4.4	-4.5
COc1cc(NC(=O)c2ccc(Br)cc2)ccc1NC(=O)c1cc2ccccc2o1	1.8	3.7	-2.1	5.4	-9.3	2.8	0.3	8.5
O=C(NCCc1ccc(Cl)cc1)C1CCCN1C(=O)Nc1ccccc1 (stereo not given)	7.1	0.4	-0.3	38.8	-2.2	-9.9	-4.8	-1.3
Nc1ncnc2c1ncn2Cc1ccccc1	/	-3.4	-0.8	2.1	/	-1.0	1.7	27.5
O=C(COC(=O)c1n[nH]c(=O)c2ccccc12)Nc1cccc(S(=O)(=O)N2CCOCC2)c1	4.6	2.2	0.1	-7.3	-3.9	5.1	8.9	9.1
Cc1ccc(CNC(=O)Cn2nnc(C(=O)Nc3cccc(C)c3C)c2N)cc1	-3.5	-7.8	-1.3	-48.3	8.8	-4.6	-0.8	2.0
COc1nc(C)cc(C)c1S(=O)(=O)c1ccccc1	-3.6	-3.2	0.5	0.1	-20.2	-2.9	2.3	-2.5
O=C(NC1CCCCC1)N(CCN1CCOCC1)Cc1cc2cc3c(cc2[nH]c1=O)OCCO3	-14.2	-1.0	1.5	/	/	-1.9	-25.8	/
CN(C)CC#Cc1ccc([C@@H]2[C@@H](CO)N3CCCCN(C(=O)C4CCC4)C[C@H]23)cc1	2.0	10.7	2.3	9.6	6.3	-9.0	1.8	6.7
C[C@H](O)[C@@H]1CN2CCc3c([nH]c4ccccc34)[C@@H]2C[C@@H]1N(C)C(=S)NCCc1ccccc1	-15.2	0.0	1.3	-0.7	-2.4	/	22.2	-10.8
N#CCCn1cc(/C=C2\NC(=S)N(c3ccccc3)C2=O)c(-c2ccc(-c3ccccc3)cc2)n1	-17.8	-0.7	-1.3	-1.8	-5.2	-4.0	-12.2	3.6
